Screening results as filed in PubChem.
IMPase Li inh – qHTS Assay for Identifying the Cell-Membrane Permeable IMPase Inhibitors: Potentiation with Lithium | CHO-M1 cells, IP1 TR-FRET (IP-One), carbachol + lithium | AID 1457, 2008 | 210,000 tested, 0.35% active | Potency, µM (highest dose often 59.4 µM), inactives show at the highest dose activity, negative = IMPase inhibition, most hits filed as inhibitors;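 further: IP1 builds up when IMPase is blocked and the TR-FRET signal falls; plate controls were basal vehicle for no effect and high inhibitor control for full effect; nearly all actives have a fitted effect of over 50% in size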
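CHO cells stably expressing M1 receptor (2000/well) were cultured 16–30 h, then exposed to compounds with a small lithium addition for 30 min at 37C. IP1 was measured by TR-FRET competition; AC50 from Hill fits.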
Luc counter – Counterscreen for Luciferase (Kinase-Glo TM) Inhibition; Luciferin 4-monooxygenase (Photuris pensylvanica), Q27757; Kinase-Glo luciferase, ATP luminescence, 8 min; Potency, µM (titrated, usually from 38.3 µM), inactives show top-dose activity change, negative = inhibition, most hits filed as inhibitors; 200,000 tested, 0.28% active; AID 1379, 2008; further: nearly all actives have a fitted effect of over 60% in size
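Inhibition of Kinase-Glo luciferase light generation was assessed at 10 uM ATP in pH 7.2 imidazole buffer, with luminescence measured after eight minutes at ambient temperature.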
Active calls of the source: *; ? = inconclusive; [ ] = remark or other dose. The call rests on the fitted dose curve; in most records, active means well fitted curve in the direction sought with a large enough effect; inconclusive means small, poorly fitted or top-dose-only effect, or another doubt; inactive means no such curve, though single readings can be large; an effect the other way counts as inactive or inconclusive. Unless noted, on the % scale 0 is the no-effect control and ±100 the full control effect; potency means the concentration at half of the fitted maximal effect. Only part of the results is shown; the hit share may differ from the screen's.

Preview (5 entries):
SMILES	IMPase Li inh	Luc counter
O=C(Oc1ccccc1)N1CCC2(CC1)CCN(c1ccccc1)CC2	20.9%	1.0%
CC(C)(CCc1nc2ccccc2[nH]1)C(=O)O	4.7%	-3.3%[7.66 µM]
COc1ncc2nc(CCc3ccccc3)c(=O)n(C)c2n1	-3.2%	-1.9%
COC(=O)N1CCC2(CCCN(Cc3ccc(C#N)cc3)C2)CC1	16.5%	-4.0%
CS(=O)(=O)N1CCC[C@@]2(CCN(c3ccccc3)C2)C1	16.6%	-2.9%

This part in full, from the first entry:
SMILES	IMPase Li inh	Luc counter
O=C(Oc1ccccc1)N1CCC2(CC1)CCN(c1ccccc1)CC2	20.9%	1.0%
CC(C)(CCc1nc2ccccc2[nH]1)C(=O)O	4.7%	-3.3%[7.66 µM]
COc1ncc2nc(CCc3ccccc3)c(=O)n(C)c2n1	-3.2%	-1.9%
COC(=O)N1CCC2(CCCN(Cc3ccc(C#N)cc3)C2)CC1	16.5%	-4.0%
CS(=O)(=O)N1CCC[C@@]2(CCN(c3ccccc3)C2)C1	16.6%	-2.9%
[ClH+][Cu][ClH+].[Cu].[OH2+]c1ccc2ccccc2c1CN1CCCCC1.[OH2+]c1ccc2ccccc2c1CN1CCCCC1	-11.1%	-6.6%[7.66 µM]
NS(=O)(=O)c1ccc(NCc2cnc3ccccc3n2)cc1	0.9%	-2.1%[7.66 µM]
COc1cccc(Nc2ncc3nc(CCc4ccccc4)c(=O)n(CCC#N)c3n2)c1	?	-2.2%
Clc1ccc(CSCc2ccc(Cl)cc2Cl)c(Cl)c1	13.5%	-5.5%[7.66 µM]
COc1ncc2nc(CCc3ccccc3)c(=O)n(CCC#N)c2n1	10.6%	-0.5%
O=C(c1cnccn1)N1CCC[C@@]2(CCN(Cc3ccncc3)C2)C1	4.1%	-0.2%
CCOC(=O)c1cnc(N(C)C)nc1SC(=N)N	0.0%	-4.9%[7.66 µM]
COc1cccc(Cn2c(=O)c(-c3cccs3)nc3cnc(Nc4cccc(OC)c4)nc32)c1	0.3%	-0.3%
O=c1cnc2cnc(Nc3ccccc3)nc2n1C[C@H]1CCCO1	-1.6%	-1.4%
NC1=N[C@H](c2ccc(Cl)cc2)N(c2ccc(S(N)(=O)=O)cc2)C(N)=N1	1.9%	-3.3%[7.66 µM]

Reformatted: entries from further up.
Molecule: [ClH+][Cu][ClH+].[Cu].[OH2+]c1ccc2ccccc2c1CN1CCCCC1.[OH2+]c1ccc2ccccc2c1CN1CCCCC1
  IMPase Li inh: -11.1% | Luc counter: -6.6%[7.66 µM]
Molecule: COc1ncc2nc(CCc3ccccc3)c(=O)n(C)c2n1
  IMPase Li inh: -3.2% | Luc counter: -1.9%
Molecule: O=c1cnc2cnc(Nc3ccccc3)nc2n1C[C@H]1CCCO1
  IMPase Li inh: -1.6% | Luc counter: -1.4%

(further entries)
SMILES	IMPase Li inh	Luc counter
Cn1cccc1C(=O)N1CCC2(CC1)CN(C(=O)Nc1cccc(F)c1)C2	-3.2%	-1.4%
O=C(c1cc(C(F)(F)F)cc(C(F)(F)F)c1)N1CCC[C@@]2(CCN(Cc3ccccc3)C2)C1	18.8%	-1.7%
c1ccc2c(CC3NCCN3)cccc2c1	-6.8%	-2.1%[7.66 µM]
CN1CCC2(CC1)CCN(C(=O)c1ccncc1)CC2	8.5%	-4.1%
COc1ccc(-c2nc3cnc(N4CCNCC4)nc3n(-c3ccccc3)c2=O)cc1	4.4%	-4.6%
COc1ccc(-c2nc3cnc(OC)nc3n(Cc3cccs3)c2=O)cc1	?	-1.0%
COCC(=O)N1CCC2(CC1)CCN(c1ncccn1)CC2	5.6%	-0.1%
O=c1cnc2cnc(N3CCNCC3)nc2n1CCc1ccccc1	10.2%	-2.7%
COc1ccc(-n2c(=O)c(C)nc3cncnc32)cc1	3.4%	-1.2%
O=C(O)CCNc1ccccc1C(=O)O	-7.9%	-0.3%[7.66 µM]
CN(C)CCCNc1cc(O)c2c(c1O)C(=O)c1ccccc1C2=O	10.6%	-7.1%[7.66 µM]
CC(C)CN1CCCC2(CCN(C(=O)c3csnn3)CC2)C1	17.8%	-0.5%
O=C1CSC(=S)N1/N=C\c1ccc(Cl)c([N+](=O)[O-])c1	11.9%	-1.9%[7.66 µM]
NC(=O)NCCS[C@H]1CCCC[C@@H]1O	2.5%	-6.5%[7.66 µM]
Nc1ccc(C(=O)C[C@H](N)C(=O)O)cc1O	-2.2%	-7.5%[7.66 µM]
CC(C)(C)CC(C)(C)c1cc(O)c(O)c(CN2CCCCC2)c1	-6.7%	-4.9%[7.66 µM]
O=C(c1cc(C(F)(F)F)cc(C(F)(F)F)c1)N1CCC2(CCN(Cc3ccncc3)CC2)CC1	3.9%	-2.2%
CC(C)NC(=O)N1CC[C@@]2(CCCN(C(=O)c3cc(C(F)(F)F)cc(C(F)(F)F)c3)C2)C1	3.0%	0.0%
O=C(c1ccncc1)N1CCC2(CC1)CN(c1cccc(-c3ccccc3)c1)C2	-0.7%	-1.5%
Nc1nc2c(ncn2[C@H]2CC[C@@H](CO)O2)c(=O)n1C(=O)c1ccccc1	3.1%	-4.7%[7.66 µM]
O=C(Nc1ccccc1)N1CCC2(CCNCC2)CC1	1.8%	-5.9%
O=[N+]([O-])c1cccc(/C=N\Nc2ccc3ccccc3n2)c1O	1.8%	-23.2%[7.66 µM]
CN(C)CCCc1c2ccccc2nc2ccc(Cl)cc12	22.0%	0.3%[7.66 µM]
c1ccc2c(c1)-c1ccccc1C2N1CC2CCC(CC2)C1	2.0%	-4.8%[7.66 µM]
CN1CCN(c2ncc3nc(-c4ccc(Cl)cc4)c(=O)n(C4CC4)c3n2)CC1	8.9%	1.1%
c1ccc(-c2ccc(-c3ccc(C4=NCCN4)cc3)o2)cc1	-9.1%	-0.3%[7.66 µM]
Cc1[nH]c2ccccc2c1-c1cc(-c2cc(-c3c(C)[nH]c4ccccc34)on2)no1	-1.7%	-0.2%[7.66 µM]
O=C(O)/C=C\C(=O)Nc1ccc2c(c1)-c1ccccc1C2	-13.7%	-0.1%[7.66 µM]
COc1ccc(C(=O)N2CCC3(CC2)CN(c2cccc(-c4ccccc4)c2)C3)cc1	9.9%	3.7%
O=C(O)[C@@H]1[C@@H]2C[C@H]([C@@H](Br)[C@H]2N2C(=O)CCC2=O)[C@@H]1C(=O)O	5.7%	-3.0%[7.66 µM]
CC(C)CN1CCCC2(CCN(C(=O)c3cc(C(F)(F)F)cc(C(F)(F)F)c3)CC2)C1	24.2%	-2.2%
O=C(O)[C@@H]1[C@@H](C(=O)Nc2ncccn2)[C@@H]2C=C[C@@H]1O2	3.3%	-4.1%[7.66 µM]
O=C1c2ccccc2C(=O)c2c(Nc3cc4c5c(ccc6c7ccc8c9c(cc(Nc%10cccc%11c%10C(=O)c%10ccccc%10C%11=O)c(c3c56)c97)-c3ccccc3C8=O)C(=O)c3ccccc3-4)cccc21	2.2%	-3.6%[7.66 µM]
Cn1cccc1C(=O)N1CCC2(CCCN(c3ccc(-c4ccccc4)cc3)C2)CC1	-1.5%	-4.3%
COc1ccc(NC(=O)N2CC[C@@]3(CCCN(C(C)=O)C3)C2)cc1	28.0%	-4.8%
N[C@@H](CSC1(c2ccc(Cl)cc2)c2ccccc2-c2ccccc21)C(=O)O	7.3%	-7.2%[7.66 µM]
Cn1c(=O)c(CCc2ccccc2)nc2cnc(N3CCNCC3)nc21	-5.1%	-5.1%
CC(C)NC(=O)N1CCC2(CC1)CCN(C(=O)c1ccncc1)CC2	4.4%	-3.2%
Cc1[nH]c(N)nc(=S)c1CCCNc1ccccc1	-5.1%	-7.5%[7.66 µM]
NCCCc1ccc2oc3ccccc3c2c1	0.9%	-4.9%[7.66 µM]
C=CCNS(=O)(=O)c1ncnc2nc[nH]c12	-2.9%	-1.4%[7.66 µM]
CC(=O)N1CCC2(CC1)CCN(C(c1ccccc1)c1ccccc1)CC2	11.7%	-2.8%
NCCNc1ncnc2ccc(Cl)cc12	9.3%	-1.1%[7.66 µM]
ON(CCc1ccncc1)Cc1ccccc1	-14.8%	-4.5%[7.66 µM]
CCCc1cc(COC)c(C#N)c(=O)[nH]1	-3.9%	-5.8%[7.66 µM]

2 consecutive compounds out of the list so far, quoted:
SMILES	IMPase Li inh	Luc counter
ON(CCc1ccncc1)Cc1ccccc1	-14.8%	-4.5%[7.66 µM]
CCCc1cc(COC)c(C#N)c(=O)[nH]1	-3.9%	-5.8%[7.66 µM]

Following part.
SMILES	IMPase Li inh	Luc counter
COc1ccc(C(=O)N2CCC[C@@]3(CCN(c4ccccn4)C3)C2)cc1	18.5%	-3.0%
Cc1ccc(N2CCN(CCC(=O)O)CC2)cc1	-6.5%	-3.9%[7.66 µM]
Cc1cc2ncn(CC(=O)O)c2cc1C	-2.3%	-4.2%[7.66 µM]
Oc1ccc(Cl)cc1Cc1cc(Cl)cc(Cc2cc(Cl)ccc2O)c1O	5.7%	-5.4%[7.66 µM]
COc1ccccc1CN1CC2(CCN(C(=O)c3cnccn3)CC2)C1	0.9%	-0.6%
O=C1c2ccccc2C(=O)c2c(Nc3ccc4c5c(cccc35)C(=O)c3ccccc3-4)cccc21	3.4%	-7.5%[7.66 µM]
CC(=O)O[C@H]1CC[C@]2(C)C(=CC[C@H]3[C@H]4C[C@H]5O[C@]6(CC[C@H](C)CN6)[C@H](C)[C@@H]5[C@]4(C)CC[C@@H]32)C1	-10.6%	-4.8%[7.66 µM]
O=C(O)c1cc(C(=O)O)nc(C(=O)O)c1	-1.7%	0.2%[7.66 µM]
Cn1c(=O)c(-c2cc(F)cc(F)c2)nc2cnc(Oc3cccc(Cl)c3)nc21	-0.6%	-0.3%
c1ccc(C(c2ccccc2)N2CC3(CCNCC3)C2)cc1	37.0%[activator]	-3.1%
COc1ccc(-n2c(=O)c(-c3ccc(Cl)cc3)nc3cncnc32)cc1	2.9%	-0.7%
C/C(C[n+]1ccccc1)=N\N=C(N)N	12.5%	-5.7%[7.66 µM]
CC(C)(CC(=O)Nc1ccccc1)C(=O)O	-8.5%	0.4%[7.66 µM]
O=C(c1ccncc1)N1CCC[C@@]2(CCN(c3ncccn3)C2)C1	7.0%	2.1%
COc1ccccc1CN1CCCC2(CCN(C(=O)c3ccco3)CC2)C1	23.7%	-1.1%
COc1ccccc1CN1CC[C@@]2(CCCN(C(=O)c3cnccn3)C2)C1	9.3%	-1.6%
O=C(NCc1cccs1)O[C@H]1C[C@H]2CC[C@@H]1C2	-8.8%	-3.9%[7.66 µM]
N[C@@]1(C(=O)O)CCC[C@@H]1C(=O)O	2.5%	-0.1%[7.66 µM]
Nc1nc2c(C(=O)NCc3cccs3)nnn2c2cccc(Cl)c12	9.4%	-2.8%[7.66 µM]
COc1ccc(C(=O)N2CCC3(CC2)CCN(c2ncccn2)CC3)cc1	5.1%	0.4%
Nc1nc(Cc2ccccc2)nc(Cc2ccccc2)c1-c1ccccc1	-1.1%	-6.5%[7.66 µM]
O=C(Oc1ccccc1)N1CCC2(CCCN(c3ccccn3)C2)CC1	28.4%	-1.1%
O=S(=O)(O)c1ccc(-c2nnc(-c3ccccn3)nc2-c2ccc(S(=O)(=O)O)o2)o1	-8.8%	-1.8%[7.66 µM]
O=C(c1ccncc1)N1CCC2(CC1)CCN(c1ccncc1)CC2	28.2%	-1.9%
CC(C)(C)c1cc2c(O)c(c1)Cc1cc(C(C)(C)C)cc(c1O)Cc1cc(C(C)(C)C)cc(c1O)Cc1cc(C(C)(C)C)cc(c1O)Cc1cc(C(C)(C)C)cc(c1O)Cc1cc(C(C)(C)C)cc(c1O)Cc1cc(C(C)(C)C)cc(c1O)Cc1cc(C(C)(C)C)cc(c1O)C2	-18.7%	-11.6%[7.66 µM]
OCCSCc1ccccc1	-4.7%	-3.9%[7.66 µM]
COC(=O)N1CCC2(CCCN(Cc3ccccc3)C2)CC1	19.0%	-0.8%
O=C(O)c1ccccc1-c1ccccc1C(=O)c1ccccc1	3.0%	-6.8%[7.66 µM]
CN(C)S(=O)(=O)c1nc(Cl)c2[nH]cnc2n1	3.4%	-0.2%[7.66 µM]
CN(C)CCN1C(=O)CC[C@]2(C)C1=CC[C@@H]1[C@@H]2CC[C@]2(C)[C@H]1CC[C@]2(C)O	13.3%	-3.7%[7.66 µM]
COC(=O)c1ccc(CCc2cc(O)ccc2O)cc1	-3.2%	-10.5%[7.66 µM]
O=C(O)CSCCc1ccccc1	-1.7%	-3.4%[7.66 µM]
O=c1c(-c2cccs2)nc2cnc(Oc3ccccc3)nc2n1-c1ccccc1	-29.2%	0.6%
COc1cccc(CSCC(=O)O)c1	1.3%	-4.0%[7.66 µM]
O=C1C=C(Nc2nc(C(=O)O)cc(=O)[nH]2)c2ccccc2C1=O	-9.5%	0.3%[7.66 µM]
COc1ccc(NC(=O)N2CC3(CCN(C(=O)c4cccn4C)CC3)C2)cc1	-5.3%	-0.9%
COc1ccc(C(=O)N2CCC[C@@]3(CCN(Cc4ccc(C#N)cc4)C3)C2)cc1	4.9%	-4.5%
N[C@@H](CC1=CS(=O)(=O)c2ccc(Cl)cc21)C(=O)O	-2.3%	-3.5%[7.66 µM]
CC(=O)N1CCC2(CCCN(Cc3nccs3)C2)CC1	14.4%	-1.7%
COCC(=O)N1CCC[C@@]2(CCN(Cc3ccccc3OC)C2)C1	7.7%	1.4%
